TDP1 inh: qHTS Assay for Inhibitors of Tyrosyl-DNA Phosphodiesterase (TDP1) | Tyrosyl-DNA phosphodiesterase 1 (Homo sapiens), Q9NUW8 | recombinant TDP1, AlphaScreen DNA substrate cleavage | Potency, µM (doses to about 130 µM), for inactives: at the highest dose activity change, negative = inhibition, hits mostly inhibitors | 0.28% of 350,000 active; note: nearly all actives have a fitted effect of over 40% in size
Target sequence (Q9NUW8 whole entry, looked up): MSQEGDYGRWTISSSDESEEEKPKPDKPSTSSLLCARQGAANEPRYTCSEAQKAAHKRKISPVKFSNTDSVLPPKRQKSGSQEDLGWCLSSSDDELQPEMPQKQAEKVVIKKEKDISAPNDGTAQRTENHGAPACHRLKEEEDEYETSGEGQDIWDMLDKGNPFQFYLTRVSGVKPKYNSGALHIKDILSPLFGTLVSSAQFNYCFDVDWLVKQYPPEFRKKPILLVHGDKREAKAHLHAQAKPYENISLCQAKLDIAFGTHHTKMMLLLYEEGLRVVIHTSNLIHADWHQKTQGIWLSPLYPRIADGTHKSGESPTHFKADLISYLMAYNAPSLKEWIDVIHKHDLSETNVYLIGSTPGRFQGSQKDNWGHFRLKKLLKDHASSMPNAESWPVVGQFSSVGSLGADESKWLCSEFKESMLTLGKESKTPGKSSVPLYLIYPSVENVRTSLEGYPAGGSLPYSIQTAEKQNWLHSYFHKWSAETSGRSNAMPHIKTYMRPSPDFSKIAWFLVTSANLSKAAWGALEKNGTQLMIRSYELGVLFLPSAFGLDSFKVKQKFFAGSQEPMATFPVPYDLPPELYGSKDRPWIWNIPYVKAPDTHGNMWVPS
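Here, a 5' biotin and 3' phosphotyrosine-FITC DNA oligonucleotide reports Tdp1 activity: intact substrate bridges AlphaScreen beads, while cleavage leaves a 3' phosphate and drops signal. All incubations at room temperature.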
FEN1 inhibitor: qHTS Assay for the Inhibitors of Human Flap endonuclease 1 (FEN1). AID 588795, 2011. 0.35% of 390,000 active. Recombinant FEN1 flap cleavage, fluorescence, 15 min. Potency, µM (doses to about 114 µM), inactives show at the top dose activity change, negative = inhibition, actives largely listed as inhibitors. P39748; note: nearly all actives have a fitted effect of over 65% in size
Target sequence (P39748 whole entry, looked up): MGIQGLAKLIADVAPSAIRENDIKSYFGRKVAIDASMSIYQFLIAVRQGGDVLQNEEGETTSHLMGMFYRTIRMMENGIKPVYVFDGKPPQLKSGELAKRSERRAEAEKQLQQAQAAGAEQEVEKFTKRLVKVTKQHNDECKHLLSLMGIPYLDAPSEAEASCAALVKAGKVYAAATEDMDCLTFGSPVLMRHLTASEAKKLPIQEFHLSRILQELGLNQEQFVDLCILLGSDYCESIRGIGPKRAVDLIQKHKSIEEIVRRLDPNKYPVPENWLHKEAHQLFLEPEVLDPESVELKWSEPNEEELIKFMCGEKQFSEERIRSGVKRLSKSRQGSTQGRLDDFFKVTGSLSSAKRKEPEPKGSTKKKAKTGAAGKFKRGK
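FEN1 at 10 nM preincubated with compounds 15 min at room temperature, then flap DNA substrate added at 50 nM final. Signal read at 0 and 15 min; concentration-response fitted with four-parameter Hill equation.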
N370S GC mod: qHTS Assay for Inhibitors and Activators of N370S glucocerebrosidase as a Potential Chaperone Treatment of Gaucher Disease; Lysosomal acid glucosylceramidase (Homo sapiens), P04062; N370S GC spleen homogenate, 4MU-glucoside fluorescence; Potency, µM (series often up to 59.4 µM), without a hit: at the highest dose activity change, negative = inhibition, usual class: inhibitors; 0.092% of 330,000 active; AID 2101, 2009;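 note: 0% = full enzyme activity and -100% = no enzyme basal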
The depositor's hits bear a star; ? = inconclusive; . = not tested or not shown; & = joins results of further samples; [ ] = another dose, or the depositor's remark. Calls come from the whole dose curve; as a rule, active = well fitted curve in the direction sought with a large enough effect; inconclusive = small, poorly fitted or top-dose-only effect, or another doubt; inactive = no such curve, though single readings can be large; an effect the other way counts as inactive or inconclusive. Unless noted, % is set by controls: 0 for no effect and ±100 for the full control effect; potency is the fitted concentration of half-maximal effect.

TDP1 inh | FEN1 inhibitor | molecule | N370S GC mod
. | -3% | Cc1cc(Cl)ccc1OC(C)C(=O)NC(C)C1CCCO1 (stereo not given) | 0%
1% | -9% | CC(=O)c1cccc(OC(=O)C2=CC=CN3CCS(=O)(=O)N=C23)c1 | .
-4% | ? | C/C=C\C=C\C(=O)N1CC2(CC(c3cccc(NC(=O)CC)c3)=NO2)C[C@H]1C(N)=O (stereo not given in full) | 0%
. | 0% | O=C(Nc1cccc([N+](=O)[O-])c1)C1CC(=O)N(Cc2ccccc2)C1 (stereo not given) | -8%
4% | -1% | CCC(=O)c1ccc(N2CCN(C(=O)c3cccc(F)c3)CC2)c(F)c1 | 1%
5% | 14% | O=C(Cn1cc(F)c(=O)[nH]c1=O)NCCO | 0%
9% | -2% | Cc1ccsc1CNC(=O)c1c(-c2ccccc2)noc1C | 1%
8%[21 µM] | . | C/C(CCN1CCc2nc(-c3ccccc3)c(-c3ccccc3)cc2C1)=N\O[C@@H](C)CN1CCCc2nc(C)c(C)cc21 | 2%[12.8 µM]
. | -2% | CCCC1(c2ccccc2)NC(=O)N(CC(=O)NCc2ccc(C)cc2)C1=O (stereo not given) | -7%
4% | -1% | Cc1ccc(S(=O)(=O)Cc2ccc(C(=O)N3CCCCC3C)cc2)cc1 (stereo not given) | -5%
0% | 11% | Cc1ccccc1Nc1nc(N)nc(CSc2nnc3ccccn23)n1 | -1%
4% | -12% | Cc1ccccc1-c1nc(CN2CCC(C(=O)N3CCC(C(N)=O)CC3)CC2)c(C)o1 | -3%
6% | -1% | Cc1c([N+](=O)[O-])cc(C(=O)Oc2ccc(Br)cc2C(=S)N2CCCCC2)cc1[N+](=O)[O-] | 11%
3% | 1% | COc1ccccc1CNC(=O)c1ccc(S(=O)(=O)N(C)c2ccccc2)cc1 | -5%
8% | -1% | COc1ccc2[nH]c(C)c(CCNC(=S)Nc3ccc(C)cc3)c2c1 | 26%

The list goes on.
TDP1 inh | FEN1 inhibitor | molecule | N370S GC mod
0% | 10% | Cc1nn(Cc2ccc(Cl)c(Cl)c2)c(C)c1NC(=O)c1cn(-c2ccccc2)nc1-c1ccccc1 | -3%
6% | -9% | COc1ccc(S(=O)(=O)N2CCSCC2)cc1 | 6%
-5% | -1% | Cc1[nH]nc2c1C(c1ccc(N(C)C)cc1)C1=C(CC(C)(C)CC1=O)N2 (stereo not given) | -3%
3% | 3% | O=C(Nc1ccccc1N1CCOCC1)C1=NN(c2c(F)c(F)cc(F)c2F)C(=O)CC1 | .
2% | 1% | c1ccc2c(c1)OCC(CNc1ncnc3sccc13)O2 (stereo not given) | 4%
13% | . | CC[C@H](C)[C@H](NC(=O)[C@H](Cc1ccc(O)cc1)NC(=O)[C@H](Cc1cnc[nH]1)NC(=O)[C@H](CCCNC(=N)N)NC(=O)[C@H](CC(C)C)NC(=O)[C@H](C)NC(=O)[C@H](CO)NC(=O)[C@H](Cc1ccc(O)cc1)NC(=O)[C@H](Cc1ccc(O)cc1)NC(=O)[C@H](CCCNC(=N)N)NC(=O)[C@H](C)NC(=O)[C@H](CC(C)C)NC(=O)[C@H](CC(=O)O)NC(=O)[C@H](CCC(=O)O)NC(=O)[C@H](C)NC(=O)[C@@H]1CCCN1C(=O)[C@H](C)NC(=O)[C@H](CC(=O)O)NC(=O)[C@H](CCC(=O)O)NC(=O)CNC(=O)[C@@H]1CCCN1C(=O)[C@H](CC(N)=O)NC(=O)[C@H](CC(=O)O)NC(=O)[C@@H]1CCCN1C(=O)[C@H](CCCCN)NC(=O)[C@H](CO)NC(=O)[C@@H]1CCCN1C(=O)[C@@H](N)Cc1ccc(O)cc1)C(=O)N[C@@H](CC(N)=O)C(=O)N[C@@H](CC(C)C)C(=O)N[C@@H](CC(C)C)C(=O)N[C@H](C(=O)N[C@@H](CCCNC(=N)N)C(=O)N1CCC[C@H]1C(=O)N[C@@H](CCCNC(=N)N)C(=O)N[C@@H](Cc1ccc(O)cc1)C(N)=O)[C@@H](C)O | 0%
1% | -13% | CN(CC(=O)Nc1ccccc1Br)C(=O)c1cc(Cl)nc2ccccc12 | .
-3% | -6% | O=C(NNC(=O)c1ccccc1F)c1ccc(S(=O)(=O)N2CCCC2)cc1 | .
3% | 12% | CN(CCc1cnn(C)c1)Cc1nc(CC2CC2)no1 | 1%
-1% | 4% | O=C(Nc1ccc(N2CCN(C(=O)c3ccccc3F)CC2)cc1)c1ncn[nH]1 | 1%
1% | -20% | CC1(c2nnc(-c3ccccc3)o2)CC(c2ccc(F)cc2)=NO1 (stereo not given) | 11%
4% | -14% | CC(=O)N1N=C(c2cccc(NS(=O)(=O)c3ccc(C)cc3)c2)CC1c1ccco1 (stereo not given) | -8%
3% | -16% | Cc1ccc(C)c(NC(=S)N=Nc2c(O)n(C)c3ccc(S(=O)(=O)N4CCOCC4)cc23)c1 | 7%
-1% | -12% | CCC(=O)N1c2ccccc2NC2=C(C(=O)CC(C)(C)C2)C1c1cccnc1 (stereo not given) | -13%
4% | -3% | c1ccc(-c2noc(-c3ccc4ccccc4c3)n2)nc1 | 8%

Further structures
TDP1 inh | FEN1 inhibitor | molecule | N370S GC mod
-3% | -7% | CC(C)(C)C1CCc2nc(NC(=O)Cc3ccccc3)sc2C1 (stereo not given) | .
8% | 14% | Cc1cccc(CSc2nc(-c3cccc(C)c3)nc3c2Cc2c(CO)cnc(C)c2O3)c1 | .
. | 3% | CCn1c(SCC(=O)O)nnc1-c1ccc(S(=O)(=O)N2CCCC2)cc1 | -2%
9% | -1% | Cc1ccc(NC(=O)N2CCC3(CC2)Oc2ccccc2C(=O)N3Cc2ccc(F)cc2)cc1 | .
7% | -21% | O=[N+]([O-])c1ccc(N/N=C/c2c[nH]c3ccccc23)c(S(=O)(=O)Nc2ccc(Cl)cc2)c1 | -2%
. | 6% | COc1ccccc1-c1cnn2c(NCCc3ccccc3)cc(C)nc12 | -13%
1% | -7% | Cn1c(Cn2c(=O)sc3ccccc32)nnc1SCc1cccnc1 | -23%
0%&16% | -8% | CC(=O)OC(C)=O | 1%
-2% | 5% | CCC(Sc1nnnn1-c1ccccc1)C(=O)Nc1nc2ccccc2s1 (stereo not given) | ?
4%&7% | . | COC(=O)CNC(=O)C(=O)OC | -5%&-1%
2% | 13% | CC1=C(C(=O)Nc2ccc(Cl)cc2)C(CC(C)C)n2nc(SCc3ccccc3C)nc2N1 (stereo not given) | .
9% | -8% | O=C1C2CC=CCC2C(=O)N1c1n[nH]c(Cc2ccccc2)n1 (stereo not given) | 4%
3% | 2% | COc1ccc(OC)c(S(=O)(=O)NCc2ccc(N3CCN(C)CC3)cc2)c1 | -23%
. | -6% | CCN(CC)C(=O)C1(P(=O)(c2ccccc2)c2ccccc2)CCC1 | -5%
0% | -8% | O=S(=O)(c1ccc(F)cc1)N1CCN(CCOc2ccccc2)CC1 | .

(listing goes on)
TDP1 inh | FEN1 inhibitor | molecule | N370S GC mod
0% | 10% | O=C(O)C1CCN(c2ccc(S(=O)(=O)N3CCC(C(=O)O)CC3)cc2[N+](=O)[O-])CC1 | -8%
8% | 1% | Cc1cc(C)n2ncc(/C(N)=N/OC(=O)c3ccccc3F)c2n1 | -1%
-3% | -14% | Cc1ccc(OCC(=O)Nc2nonc2-c2ccc(Br)cc2)cc1C | .
. | -5% | COc1cccc(CNCc2ccco2)c1O | -15%
. | -4% | COc1ccccc1C(CNC(=O)c1ccc(NS(=O)(=O)c2ccc3c(c2)OCCO3)cc1)N(C)C (stereo not given) | -15%
-7% | 3% | COc1ccc(-n2nc(C(=O)NCCc3ccc(Cl)cc3)c3c4ccccc4n(C)c3c2=O)cc1 | .
-2% | 1% | Cc1ccc2nc(NCc3ccccc3)c(C=NCc3cccnc3)c(=O)n2c1 | 18%
. | -1% | CCC(C)(C)NC(=O)C(Sc1ccccc1)c1ccccc1 (stereo not given) | -4%
1% | -2% | CCC(C)NC(=S)Nc1ccccc1OC (stereo not given) | ?
0% | 12% | O=C(O)C(Cc1c[nH]c2ccccc12)NS(=O)(=O)c1ccccc1 (stereo not given) | -8%
-8% | . | COc1cc2nc(-c3ccccc3)nc(N3CCCC3)c2cc1OC | 30%
-4% | -3% | CC(/C=N/N1C(=O)CSC1=S)=C\c1ccccc1 | -6%
. | 2%&-7% | O=S1(=O)CCO[C@H]2Cc3ccccc3[C@H]2N1Cc1ccccc1Br | -5%
. | 18% | Cc1ccccc1/C=N/NC(=O)c1cccnc1 | -7%
-1% | -4% | Cc1ccc(C)c(NC(=O)c2cnn3ccccc23)c1 | 5%

(list continues)
TDP1 inh | FEN1 inhibitor | molecule | N370S GC mod
. | -3% | N=c1c(C(=O)NC2CCCCC2)cc2c(=O)n3ccccc3nc2n1CC1CCCO1 (stereo not given) | ?
2% | 7% | CCc1nc(OCc2ccco2)c2sc3nc4c(cc3c2n1)COC(C)(C)C4 | 4%
5% | -15% | O=C(C1CCCN(S(=O)(=O)c2cccc3cccnc23)C1)N1CCN(c2ccccc2F)CC1 (stereo not given) | -18%
. | 2% | O=[N+]([O-])c1cccc(/C=C/c2ccc3cccc(O)c3n2)c1 | 2%
-6% | 1% | OCCNc1nc(-c2cccnc2)nc2ccccc12 | 8%
. | -5% | O=C(O)CC(c1ccccc1)N1C(=O)c2cccc([N+](=O)[O-])c2C1=O (stereo not given) | -5%
7% | 23% | CCCCOc1ccccc1N1CCN(CCCN2C(=O)C3CCCN3C2=O)CC1 (stereo not given) | -3%
3% | -4% | Cc1ccc(C(=O)c2c3ccc([N+](=O)[O-])cc3[n+]([O-])n2CCCC(N)=O)cc1 | -26%
. | 2% | COC(=O)c1ccc(OCc2nn[nH]n2)cc1 | 3%
3% | 10% | CCOC(=O)N1CCN(C(=O)c2cc3c(=O)n4ccccc4nc3s2)CC1 | ?
5% | -6% | Cc1ccc(-c2nnc(N)s2)cc1 | 17%
6% | -3% | O=C(CCCSc1nc2sc3c(c2c(=O)[nH]1)CCC3)NCCCO | -19%
-5% | -15% | CCOC(=O)c1cnn2c(C(F)(F)F)cc(-c3ccc(Br)cc3)nc12 | .
0% | 4% | Cc1c(Cl)cccc1NC(=O)c1ccc(-n2ccnc2)nc1 | 1%
8% | 6% | COc1cccc(C2C(=O)N(C3CCCCC3)CC(=O)N2Cc2ccc(Cl)cc2)c1 (stereo not given) | .

Five compounds out of the list, ordered by SMILES length, smallest number first.
TDP1 inh | FEN1 inhibitor | molecule | N370S GC mod
-6% | 1% | OCCNc1nc(-c2cccnc2)nc2ccccc12 | 8%
7% | 23% | CCCCOc1ccccc1N1CCN(CCCN2C(=O)C3CCCN3C2=O)CC1 (stereo not given) | -3%
3% | 10% | CCOC(=O)N1CCN(C(=O)c2cc3c(=O)n4ccccc4nc3s2)CC1 | ?
5% | -15% | O=C(C1CCCN(S(=O)(=O)c2cccc3cccnc23)C1)N1CCN(c2ccccc2F)CC1 (stereo not given) | -18%
3% | -4% | Cc1ccc(C(=O)c2c3ccc([N+](=O)[O-])cc3[n+]([O-])n2CCCC(N)=O)cc1 | -26%

Following part:
TDP1 inh | FEN1 inhibitor | molecule | N370S GC mod
4% | -14% | CC(=Nc1ccc(C)cc1)c1sc2ccccc2c1O | 13%
6% | -5% | CSc1ccc(Cl)c(C(=O)NCCOc2cc(C(C)C)ccc2C)c1 | 16%
7% | -4% | CC(=O)N1CCc2cc(CNC(=O)Nc3cc(Cl)ccc3C)ccc21 | .
10% | 13% | Cc1ccc(OCC(=O)NCCNC(=O)COc2ccc(C)cc2)cc1 | 5%
. | -6% | CCn1nccc1C(=O)Nc1ccc(C(=O)OC(C)C)cc1 | -10%
. | 8% | COc1cc(/C=N/N=C/c2c[nH]c(=O)c(C#N)c2Nc2ccccc2)ccc1O | -4%
2% | -7% | Cc1ccc(Oc2ccccc2/C=N/O)cc1 | 2%
0% | -13% | CCCSc1oc(-c2cccs2)nc1S(=O)(=O)c1ccc(C)cc1 | .
3% | 1% | CC1CCN(C(=O)C(=O)Nc2sc3c(c2C(N)=O)CC(C)(C)OC3)CC1 | 1%
2% | 16% | CCC(CC)NC(=O)c1ccc(NS(=O)(=O)c2ccc3[nH]c(=O)[nH]c3c2)cc1 | -4%
5% | 2% | CCOc1ccc(CCNC(=O)COC(=O)c2cccc(S(=O)(=O)N3CCOCC3)c2)cc1OCC | -7%
7% | 8% | CN(CC(=O)Nc1ccc(F)c(F)c1F)C(=O)c1ccc(-n2cncn2)c([N+](=O)[O-])c1 | -1%
-16% | 9% | CCN1CCN(C(=O)c2cc(-c3ccco3)nc3ccccc23)CC1 | .
1% | 2% | O=C(COC(=O)c1nc(Cl)ccc1Cl)c1ccc[nH]1 | 2%

In a second layout: results already given
> CN(CC(=O)Nc1ccc(F)c(F)c1F)C(=O)c1ccc(-n2cncn2)c([N+](=O)[O-])c1
  TDP1 inh = 7%	FEN1 inhibitor = 8%	N370S GC mod = -1%
> CCCSc1oc(-c2cccs2)nc1S(=O)(=O)c1ccc(C)cc1
  TDP1 inh = 0%	FEN1 inhibitor = -13%	N370S GC mod = .

Screening results deposited in PubChem by National Center for Advancing Translational Sciences (NCATS).

An unsorted share of the library; any-hit rate near 0.53%.
